PV pol inh: inhibitors of poliovirus RNA polymerase binding and polymerization. P03300. poliovirus polymerase elongation, fluorescence polarization; active compounds read low. % elongation, % (compound at 16.7 µg/mL). actives 0.66% (n = 150,000); in the data active = % elongation below about 90%; also: some results filed as inactive read as strong as hits
Target sequence (P03300 1749-2209 limits assumed): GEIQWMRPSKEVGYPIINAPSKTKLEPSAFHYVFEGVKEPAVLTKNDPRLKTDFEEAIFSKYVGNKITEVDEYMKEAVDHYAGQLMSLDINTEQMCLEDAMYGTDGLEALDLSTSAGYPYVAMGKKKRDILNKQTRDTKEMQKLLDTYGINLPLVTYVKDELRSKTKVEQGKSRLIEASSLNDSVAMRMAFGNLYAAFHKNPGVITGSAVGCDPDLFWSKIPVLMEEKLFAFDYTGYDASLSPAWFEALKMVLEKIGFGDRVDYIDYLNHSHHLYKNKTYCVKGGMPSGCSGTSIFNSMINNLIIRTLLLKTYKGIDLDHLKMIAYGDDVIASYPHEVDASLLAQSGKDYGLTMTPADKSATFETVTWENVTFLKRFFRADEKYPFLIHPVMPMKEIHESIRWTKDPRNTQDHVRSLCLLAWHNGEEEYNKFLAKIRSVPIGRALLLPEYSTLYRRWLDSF
PV pol inh FP z-score: second read-out of PV pol inh, no call of its own (marks repeat the call); z-score; measured here: FP z-score; hits read low
Active calls of the source: *.

Every second line gives: PV pol inh, PV pol inh FP z-score
> COc1ccc(-c2nc3ccccc3s2)cc1NC(=O)COc1cccc(C)c1
 : 103.0, 0
> Cc1ccc2c(c1)-c1c(cnn1CC(=O)N1CCc3ccccc31)CO2
 : 103.0, 0.7
> Cc1ccc(NC(=O)Cn2c(SCc3cccc(C(F)(F)F)c3)nc3cccnc32)cc1C
 : 102.0, 0
> CC1CC(C)CN(C(=O)C2=COCCO2)C1 (stereo unspecified)
 : 98.0, -0.6
> N#CCCn1cc(C(=O)Oc2ccccc2)c(-c2cccc(Br)c2)n1
 : 102.0, 0.3
> C=C(C)c1cccc(C(C)(C)NC(=O)NC23CC4CC(CC(C4)C2)C3)c1
 : 100.0, -0.3
> Cc1csc(N(C(=O)CCc2nc3ccccc3o2)c2ccccc2)n1
 : 105.0, 0.5
> CCOC(=O)c1cnc2c(ccc3ccccc32)c1Nc1ccccc1O
 : 107.0, 0.5
> CCCC(C(=O)NC1CCCC1)N(C(=O)Cn1nnc(-c2ccc(C)o2)n1)C1CCCC1 (stereo unspecified)
 : 102.0, 0
> Cc1cc(C)c2c(n1)nn1c(C)c(CCC(=O)Nc3cccc(C)c3C)c(C)nc21
 : 104.0, -0.4
> COC(=O)c1sccc1NNC(=O)/C(C)=C/C(=O)O
 : 101.0, -0.2
> CC(NC(=O)CN1CCN(Cc2ccc(Cl)cc2)C1=O)c1ccc2c(c1)OCCO2 (stereo unspecified)
 : 98.0, -1.1
> Cc1csc2nc(COc3ccc(NC(=O)COc4ccccc4F)cc3)cc(=O)n12
 : 101.0, -1.5
> O=C(c1cc2ccc3cccnc3c2[nH]1)N1CCN(c2ccccc2)CC1
 : 109.0, 0.2
> O=C(/C=N/O)Nc1cccnc1
 : 102.0, 0.1
> Cc1cccc(N(C)C(=O)CCS(=O)(=O)c2ccc3c(c2)oc(=O)n3C)c1
 : 106.0, -0.5
> COc1cc(C(=O)Nc2nonc2-c2ccc(Cl)cc2)cc(OC)c1OC
 : 102.0, -0.7
> Cc1ccc(CNC(=O)c2cc(=O)[nH]c3ccc(Br)cc23)cc1
 : 101.0, -0.2
> Cc1ccc(CN2C(=O)C(O)(c3c(C)[nH]c4ccccc34)c3cc(Br)ccc32)cc1 (stereo unspecified)
 : 99.0, -1.1
> N#CC1=C(n2ncnc2-c2ccc3c(c2)OCO3)SC2CCCCCC12 (stereo unspecified)
 : 100.0, -0.9

Single records, as listed above. Values in the order: PV pol inh	PV pol inh FP z-score
O=C(c1cc2ccc3cccnc3c2[nH]1)N1CCN(c2ccccc2)CC1 is listed as 109.0	0.2
Cc1ccc(CN2C(=O)C(O)(c3c(C)[nH]c4ccccc34)c3cc(Br)ccc32)cc1 (stereo unspecified) is listed as 99.0	-1.1

The results go on:
Every second line gives: PV pol inh, PV pol inh FP z-score
> Cc1ccc(N2C(=O)c3ccccc3C2C(=O)c2ccc(O)cc2O)cc1 (stereo unspecified)
 : 102.0, 0.2
> COCCCNC(=O)C(=O)Nc1c2c(nn1-c1cccc(Cl)c1)CSC2
 : 109.0, 0.7
> O=C(Cn1nnc2ccccc21)Nc1ccccc1Cl
 : 102.0, 0
> O=C(Cn1nc(-c2ccc(Cl)cc2)ccc1=O)NCc1ccco1
 : 103.0, 0.9
> COc1cc(-c2nnc(COC(=O)C(O)(c3ccccc3)c3ccccc3)o2)cc(OC)c1OC
 : 99.0, -0.6
> Cc1ccc(S(=O)(=O)c2nc(S(C)(=O)=O)sc2N(C)Cc2ccccc2)cc1
 : 110.0, 1.1
> CCOC(=O)c1ccc(NC(=O)CCCn2c(=O)c3cccn3c3ccccc32)cc1
 : 110.0, 0.6
> O=C(Nc1ccc(Cl)cc1)c1cc2ncc(Br)cn2n1
 : 101.0, 0.3
> O=C(O)CCC1=NNC(=O)CC1
 : 100.0, -0.3
> CCn1ccc(=O)[nH]c1=O
 : 99.0, -0.5
> Cc1cccc(C(=O)N(Cc2ccco2)Cc2ccccc2F)c1
 : 98.0, -1.4
> CCOc1ccccc1NC(=O)N(C)CCc1c(C)nn(CC)c1C
 : 102.0, -0.6
> C(=N\n1cnnc1)/c1ccc(OCc2ccccc2)cc1
 : 99.0, -0.5
> Cc1oc2ccc(NS(=O)(=O)c3cccc4cccnc34)cc2c1C(=O)OC(C)C
 : 101.0, 0.2
> CCOC(=O)c1cc(-c2ccc(S(=O)(=O)N(CC)c3cccc(C)c3)s2)on1
 : 102.0, 0.6
> COC(=O)Nc1c(C)nc2n(C)c3ccccc3n12
 : 97.0, -0.8
> Cc1cc(C(=O)CSc2ncnc3c2cnn3-c2ccccc2)c(C)n1C1CCS(=O)(=O)C1 (stereo unspecified)
 : 105.0, 0.6
> O=C(CSc1nnc(NC2CC2)s1)NC(=O)c1ccccc1
 : 103.0, 0.1
> COc1ccc(-c2oc3ncn4nc(-c5ccccc5Cl)nc4c3c2-c2ccc(OC)cc2)cc1
 : 103.0, -0.2
> CCC1CCCCN1CCCNC(=O)CN1C(=O)CSc2ccc(S(=O)(=O)N3CCOCC3)cc21 (stereo unspecified)
 : 108.0, -0.5
> c1ccc(-n2ncc3c(SCC4CCCCO4)ncnc32)cc1 (stereo unspecified)
 : 104.0, 0.1
> NC(=O)/C(=C/c1ccc(Cl)cc1)NC(=O)c1ccccc1
 : 106.0, 0.3
> CC1(C)CC(Nc2ccc(Cl)cc2)CCO1 (stereo unspecified)
 : 100.0, -1.2
> Cc1cc(C(=O)NCc2ccc(Cl)cc2)on1
 : 99.0, 0
> COc1ccccc1NC(=O)c1c(C)cc(C)nc1SCC(=O)c1ccc(Cl)cc1
 : 104.0, -0.6
> Cc1cccc(N2CCN(C(=O)c3oc(=O)c4ccccc4c3-c3ccccc3)CC2C)c1 (stereo unspecified)
 : 108.0, -0.3
> CCOc1ccccc1NC(=O)C(CC(C)C)NS(=O)(=O)c1ccc2c(c1)oc(=O)n2C (stereo unspecified)
 : 108.0, 0.2
> COC(=O)c1nnn(CC(=O)Nc2ccc(C(C)C)cc2)c1C(=O)OC
 : 98.0, -0.7
> CCc1ccc(C(=O)Oc2ccc(C#N)cc2)cc1
 : 103.0, 0.4
> COc1ccc(Nc2nnc(-c3ccc(C)c(S(N)(=O)=O)c3)c3ccccc23)cc1
 : 103.0, -0.2
> OC1(c2ccc(F)cc2)CSC(=Nc2cccnc2)N1Cc1ccco1 (stereo unspecified)
 : 105.0, 0.2
> CC1CCCC(C)N1/N=C/c1ccc(O)cc1 (stereo unspecified)
 : 109.0, 0.6
> CCOC(=O)c1c(-c2cccs2)csc1/N=C/c1c(O)n(C)c2ccccc12
 : 104.0, 0.5
> O=C(CCc1cn(Cc2ccccc2Cl)c2ccccc12)N1CCc2ccccc21
 : 105.0, 0.4
> CCOC(=O)C1=C(C)N(C(=O)Oc2ccccc2)C(SC)=NC1c1ccccc1 (stereo unspecified)
 : 113.0, 1.5
> O=C(NC1CC(=O)N(c2ccc(Cl)cc2)C1)c1ccc2c(c1)OCO2 (stereo unspecified)
 : 108.0, 0.2
> Cc1ccc(CCNc2nc3c(S(=O)(=O)c4ccccc4)nnn3c3ccsc23)cc1
 : 104.0, -0.3
> CCN(Cc1nc(-c2cccc(C)c2)no1)C(=O)c1ccc(Br)o1
 : 101.0, -0.3
> O=C(CCc1nc2cccnc2n1-c1ccccc1)Nc1ccc(Cl)c(Cl)c1
 : 104.0, -0.1
> O=C1NC(Cc2ccccc2)C(=O)N1c1ccccc1 (stereo unspecified)
 : 103.0, 0.5

(list continues)
SMILES	PV pol inh	PV pol inh FP z-score
COc1ccc(S(=O)(=O)N(CCC(=O)O)Cc2ccco2)cc1OC	104.0	0
Cc1ccc2c(c1)N(C(=O)N1CCC(C(=O)NCc3ccccc3F)CC1)CC(C)O2 (stereo unspecified)	111.0	0.7
CCCC(=O)Nc1cccc(-c2nc3ccccc3c(=O)o2)c1	103.0	0.8
CCc1ccccc1NC(=O)C1COc2ccccc2C1 (stereo unspecified)	111.0	1
Cc1ccc(Cn2ccsc2=NC(=O)CSc2nnc(-c3ccc4c(c3)OCO4)o2)cc1	102.0	0
Cc1cccc(N2CCN(C(=O)CN3C(=O)COc4ccc(S(=O)(=O)N5CCCC5)cc43)CC2)c1C	107.0	0.8
O=C(NCCn1cnc2cccnc21)N(c1ccccc1)c1ccccc1	98.0	-0.8
COc1ccc(N2CCN(CCCNC(=O)c3ccc4nc(CCc5ccccc5)oc4c3)CC2)cc1	117.0	2.3
COc1ccc(OC)c(NC(=O)c2cc3cccc4c3n2CC(C)S4)c1 (stereo unspecified)	102.0	-0.2
Cc1ccc(C(c2c(O)[nH]c(=S)[nH]c2=O)N2CCCCC2)cc1 (stereo unspecified)	100.0	-0.4
COc1cccc(C2C(C(=O)c3ccccc3)=C(C)Nc3nc4ccccc4n32)c1 (stereo unspecified)	110.0	1.1
CCCCn1c(-c2cccs2)nc2ccccc21	100.0	-0.1

Part of the list above, reformatted:
NC(=O)/C(=C/c1ccc(Cl)cc1)NC(=O)c1ccccc1
  PV pol inh: 106.0	PV pol inh FP z-score: 0.3

CC1(C)CC(Nc2ccc(Cl)cc2)CCO1 (stereo unspecified)
  PV pol inh: 100.0	PV pol inh FP z-score: -1.2

Cc1cc(C(=O)NCc2ccc(Cl)cc2)on1
  PV pol inh: 99.0	PV pol inh FP z-score: 0

COc1ccccc1NC(=O)c1c(C)cc(C)nc1SCC(=O)c1ccc(Cl)cc1
  PV pol inh: 104.0	PV pol inh FP z-score: -0.6

The results go on.
SMILES	PV pol inh	PV pol inh FP z-score
O=C(CCCCl)NCc1cccnc1	102.0	-0.1
O=C(OCc1cc(F)cc2c1OC(c1ccccc1)OC2)c1ccco1 (stereo unspecified)	106.0	0.4
Cc1cccc(N2CCN(CC(=O)NCC(F)(F)F)CC2C)c1 (stereo unspecified)	101.0	-0.2
NC(=O)c1ccccc1NC(=O)Cc1c(F)cccc1Cl	103.0	0.5
CCOC(=O)c1c(C)[nH]c(C)c1S(=O)(=O)N1CCC(C(=O)Nc2cc(Cl)ccc2OC)CC1	104.0	-0.2
COc1ccc(CNn2cnnc2SCc2ccc(F)cc2)cc1OC	100.0	-0.2
C/C(=N\NC(N)=S)C1CC2CCC1C2 (stereo unspecified)	100.0	-0.2
COC(CNC1CCCc2c1[nH]c1ccc(C)cc21)OC (stereo unspecified)	101.0	-0.2
Cc1ccc(NC(=O)Nc2nnc(N3CCCC3)s2)cc1C	101.0	-1.4
Cc1ccc(CN2C(=O)CCC2C(=O)NC(C)C)cc1 (stereo unspecified)	102.0	0
COc1ccnc(C(=O)O)c1	103.0	0.4
O=C(CSc1nccn1C1CCCC1)Nc1cccc(F)c1	104.0	-0.6
NCC(O)CC(=O)O (stereo unspecified)	101.0	0.2
Cc1cc(C(=O)CSc2nc3ccc(Cl)cc3[nH]2)c(C)n1Cc1ccco1	107.0	0.5
Cc1ccc2c(c1)sc1nc(=O)n(-c3ccc(Cl)cc3)c(=O)n12	107.0	0.8
COC(=O)c1ccccc1NC(=O)N1CCCc2cc(C)ccc21	104.0	2
CCc1ccc(CN2CCC(N3CCCCC3)CC2)cc1	95.0	-1.3
CC(C)(C)OC(=O)N1CCC[C@H]1C(=O)OCc1ccc(Cl)cc1Cl	110.0	0.4
O=C1OC(c2ccccc2)OC(=O)C1=C/C=C/c1ccccc1 (stereo unspecified)	99.0	-0.4
CC1CCCCC1NC(=O)CCCn1ncn2c(cc3occc32)c1=O (stereo unspecified)	104.0	0.7
CCN(CC)C(=O)Cn1c(=O)n(CC2CCC(C(=O)NC)CC2)c(=O)c2sccc21 (stereo unspecified)	108.0	0.3
C/C(N)=C(/C#N)C(=O)Cn1nc(C(=O)O)c2ccccc2c1=O	102.0	0.2
CCOC(=O)N1CCC(n2c(SCC(=O)Nc3nccs3)nc3ccsc3c2=O)CC1	102.0	0.6
CCOC(=O)C1CCN(C(=O)c2nn(-c3ccc(OC)cc3)c(=O)c3c2c2ccccc2n3C)CC1	110.0	0.7
O=C(CSC1=NC(=O)C(c2ccccc2)C(=O)N1)Nc1nc2ccccc2s1 (stereo unspecified)	102.0	-0.1
CN(C)C(=O)Cn1nc(C(=O)O)c2ccccc2c1=O	106.0	0.4
CCCn1cc(S(=O)(=O)c2ccc(C)c(C)c2)c(=O)c2cc(F)c(N3CCC(C)CC3)cc21	106.0	-0.3
Nn1c(Cc2ccccc2)nc2sc3c(c2c1=O)CCCC3	98.0	-0.4
CCC(C(=O)NCc1ccccc1OC)n1nc(C)n2c(cc3sccc32)c1=O (stereo unspecified)	108.0	0.4
O=C(NCc1ccc(Cl)cc1)c1ccc(-n2cnnn2)cc1	102.0	-0.1
CCOc1ccc(-c2ncccc2O)cc1	100.0	-0.3
Cc1cc(C=C(C#N)C#N)c(C)n1C1CCCC1	100.0	-0.2
CCOC(=O)c1cc(-c2csc(CS(=O)(=O)c3ccccn3)n2)on1	102.0	0.2
CC(C)Oc1ccc(CNC(=O)c2ccc(CS(=O)Cc3ccccc3Cl)o2)cc1 (stereo unspecified)	99.0	-1.5
COc1ccc(CN(C)C(=O)C2CCCN2C(=O)c2cccs2)cc1 (stereo unspecified)	104.0	0.3
O=C(CSc1nc2ccccc2nc1N1CCCC1)NCCc1ccc(Cl)cc1	103.0	0.3
CCOC(=O)c1sc(N)c(C#N)c1COC(=O)c1ccc(S(=O)(=O)N2CCCC2)cc1	45.0	-8.3
Cc1c(NC(=O)c2ccc(S(=O)(=O)N3CCCC3)cc2)c(=O)n(-c2ccccc2)n1C	102.0	0.7
COc1cc(Cl)c(C)cc1NC(=O)c1cn(CC(C)C)c(=O)c2cc(OC)c(OC)cc12	108.0	0.8
O=C(CSc1nc2c([nH]c3ccccc32)c(=O)n1-c1ccc(F)cc1)N1CCc2ccccc21	109.0	0.5
O=C(/C=N/O)c1ccc(Cl)cc1Cl	101.0	0.3

Screening results from PubChem BioAssay.

These rows are one share of the data (hit frequency here may not be typical).
